Screening results from PubChem.
MsrA inh: bovine MsrA inhibition. purified bovine MsrA, absorbance read-out. 0.75% of 360,000 active. AID 651718. inhibition, % at 15.5 µM; in the data active = inhibition above about 4.5%;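 also: 0% = vehicle wells with enzyme and 100% = reference inhibitor wells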
TbMetRS inhib: blocks T. brucei methionyl-tRNA synthetase activity | purified T. brucei MetRS, ATP depletion, Kinase-Glo luminescence | 0.4% of 360,000 active | inhibition, % at 11.9 µM;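 active = inhibition above a per-plate cutoff of the control wells' mean inhibition plus 3 SD, cut at about 5.5% in these data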;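 also: 0% = DMSO wells median and 100% = median of wells with control inhibitor compound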
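System: purified T. brucei MetRS enzyme / Detection: Kinase-Glo luciferase luminescence reporting remaining unconsumed ATP / Medium: HEPES buffer with MgCl2, KCl, DTT, spermine, BSA, pyrophosphatase / Replication: singlicate, one well per compound / Evaluation: percent inhibition relative to median high and low control wells / Schedule: 2 h aminoacylation at 25 °C after 15 min preincubation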
Scp1 inh: Scp-1 (human) phosphatase inhibition; Recombinant Scp1, phosphopeptide, malachite green phosphate absorbance; inhibition, % at 20 µM; 0.88% of 340,000 active; AID 493091;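 active = inhibition above about 50% at 20 µM, limit read from the data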;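 also: plate controls were DMSO wells with enzyme for no effect and wells lacking enzyme for full effect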
Target sequence (Q9GZU7 76-261 limits assumed): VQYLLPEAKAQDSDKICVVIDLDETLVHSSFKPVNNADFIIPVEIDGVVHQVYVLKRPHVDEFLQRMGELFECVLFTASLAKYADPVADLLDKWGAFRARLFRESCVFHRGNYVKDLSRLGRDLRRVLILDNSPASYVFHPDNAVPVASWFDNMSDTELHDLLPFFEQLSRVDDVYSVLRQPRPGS
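Test system: SCP-1 phosphatase catalytic domain, residues 76-261 | Compound dosing: One concentration, 20 µM, with 1.0% DMSO | Schedule: 45 min room-temperature reaction, 5 min colour, 30 min stabiliser | Detection: Absorbance at 630 nm | Read-out basis: % inhibition of SCP-1 phosphate liberation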
STEP block: STEP (human) phosphatase inhibition. recombinant STEP, OMFP fluorogenic substrate, fluorescence. 0.25% of 360,000 active. P54829. AID 588621. inhibition, % at 20 µM;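 active = inhibition at 20 µM, scaled per plate between control wells, above about 37%, limit read from the data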;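 also: 0% = DMSO with enzyme and substrate and 100% = substrate only without enzyme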
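Material: STEP (striatal-enriched tyrosine phosphatase) enzyme, cell-free; Compound dosing: 20 µM single dose in 1% DMSO; Technique: fluorescence read at 480 nm ex / 540 nm em; Times: reaction 20 min, ambient temperature; Medium: 50 mM Bis-Tris pH 6.0 with 2.5 mM DTT and 0.005% Tween 20; Also added: OMFP at 25 µM.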
Rpn11 block: blocks the human proteasome subunit Rpn11 | O00487 | human 26S proteasome, Ub4-pepOG fluorescence polarization; 20S core pre-blocked with epoxomicin | calls only at 20 µM | 0.59% of 360,000 active | AID 588493;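 active = inhibition at 20 µM, scaled to each plate's controls, above about 33%, limit read from the data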
Target sequence (O00487 whole entry, looked up): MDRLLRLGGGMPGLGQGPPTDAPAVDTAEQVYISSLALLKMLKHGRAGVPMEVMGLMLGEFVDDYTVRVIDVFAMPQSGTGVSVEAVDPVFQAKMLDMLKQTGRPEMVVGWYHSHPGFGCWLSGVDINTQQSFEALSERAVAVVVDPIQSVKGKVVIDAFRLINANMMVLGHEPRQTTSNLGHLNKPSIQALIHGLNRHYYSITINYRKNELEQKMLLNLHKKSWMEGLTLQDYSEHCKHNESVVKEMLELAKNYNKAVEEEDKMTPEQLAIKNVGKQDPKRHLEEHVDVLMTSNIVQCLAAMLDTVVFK
NadD inh: blocks S. aureus nicotinate mononucleotide adenylyltransferase | purified NadD enzyme, colorimetric absorbance read-out | inhibition, % at 20 µM | 0.78% of 360,000 active; in the data active = inhibition above about 26%; also: some compounds past the cut are filed as inactive
SUMO1-SIM PPI: modulators of human SUMO1-mediated protein-protein interactions. P63165. SUMO1 binding to a labelled peptide, TR-FRET, 1 h. inhibition, % at 20 µM. 0.33% of 360,000 active. AID 602429; in the data active = inhibition above about 37%
LMPTP inh: LMPTP (human) inhibition | inhibition, % at 20 µM | P24666 | 0.22% of 360,000 active | AID 651560 | recombinant LMPTP-A, OMFP fluorogenic substrate, fluorescence intensity;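 active = compounds that cut the enzyme signal by at least half of the control window in the single-dose screen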;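 also: plate controls were DMSO wells with enzyme plus substrate for no effect and substrate without enzyme for full effect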
Target sequence (P24666 whole entry, looked up): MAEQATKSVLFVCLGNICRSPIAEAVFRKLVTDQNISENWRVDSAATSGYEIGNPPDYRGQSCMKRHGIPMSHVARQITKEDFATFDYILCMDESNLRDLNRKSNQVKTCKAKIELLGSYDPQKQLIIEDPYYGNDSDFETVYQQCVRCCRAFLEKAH
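Material: LMPTP-A; amount: 0.625 nM enzyme; doses: single 20 µM dose; times: reaction 50 min, room temperature, dark; technique: fluorescence intensity of OMFP turnover product; benchmarks: no-enzyme and uninhibited controls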
CSN inh: CSN deneddylation inhibition; Q92905; Purified CSN, SCF-Nedd8-OG deneddylation, fluorescence polarization; inhibition, % at 12.5 µM; 0.38% of 360,000 active;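 active = pattern-corrected inhibition above about 35%, with an unprinted fluorescence ratio check between 0.5 and 1.5, limit read from the data, passing the limit was not always enough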;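 also: 0% = enzyme with substrate and 100% = substrate without enzyme; some results filed as inactive read as strong as hits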
Target sequence (Q92905 whole entry, looked up, one chain of several): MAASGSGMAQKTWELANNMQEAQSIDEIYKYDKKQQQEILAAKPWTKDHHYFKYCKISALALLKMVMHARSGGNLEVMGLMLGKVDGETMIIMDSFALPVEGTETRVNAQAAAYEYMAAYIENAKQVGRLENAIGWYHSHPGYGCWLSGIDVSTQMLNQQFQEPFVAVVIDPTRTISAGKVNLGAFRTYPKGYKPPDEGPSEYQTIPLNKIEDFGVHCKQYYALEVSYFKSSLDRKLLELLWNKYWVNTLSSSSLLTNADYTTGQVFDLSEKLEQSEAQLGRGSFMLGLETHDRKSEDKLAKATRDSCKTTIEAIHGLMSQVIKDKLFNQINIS
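Material: purified human Csn5 enzyme expressed in HEK293T cells / Medium: Tris buffer pH 7.5, NaCl, DTT, Tween-20, trehalose, ovalbumin / Compound dosing: 12.5 µM single point / Schedule: 90 min incubation of compound, enzyme and substrate at room temperature / Signal: fluorescence polarization of the substrate / Control set: no-enzyme wells high, enzyme-with-substrate wells low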
DNMT1 block: inhibitors of human DNMT1 | P26358 | 0.83% of 360,000 active | AID 588458 | inhibition (reported as % activation of signal), % at 10 µM | DNMT1 molecular beacon, Hinp1I cleavage, fluorescence; in the data active = inhibition above about 50%
The depositor's hits bear a star; i = inactive; / = not tested or not shown.

SMILES	MsrA inh	TbMetRS inhib	Scp1 inh	STEP block	Rpn11 block	NadD inh	SUMO1-SIM PPI	LMPTP inh	CSN inh	DNMT1 block
O=S(=O)(c1ccc(F)cc1)N1CCC(O)(c2ccc3c(c2)OCO3)CC1	-0.8	0.1	-10	0	i	-1	-1	0.0	2	6
COCc1cc(=O)[nH]c2cc(NC(=O)C(C)(C)CCl)c(C)cc12	1.7	-1.2	0	0	i	-4	-2	-0.7	-1	-2
O=C(NC1CCCC1)C(c1ccc(Cl)cc1)N1CCN(C2CCCCC2)CC1 (configuration not stated)	0.4	-0.4	-12	-2	i	-5	-2	-0.5	-3	2
COc1cccc(CNc2nc3nc4c(c(=O)n3[nH]2)CCC4)c1	0.4	-0.6	6	2	i	5	2	0.5	1	2
CCOc1cc(/C=N/N=C2/NC(=O)C(CC(=O)O)S2)ccc1OCc1ccc(Cl)cc1Cl (configuration not stated)	/	0.2	75*	64*	i	25	12	84*	3	8
Fc1ccccc1NC(=S)N1CCCCC1	-0.3	-0.4	-10	3	i	-1	2	-1.2	-1	-3
CC(OC(=O)Cc1ccc(Br)cc1)C(=O)NC1CCCC1 (configuration not stated)	-0.4	-0.2	5	1	i	-3	0	-0.1	-2	-1
CC(=O)NC1(c2ccc(F)cc2)CCN(C(=O)c2c(F)cccc2F)CC1	0.0	-0.2	-5	-3	i	-5	5	-1.8	-7	-1
COc1ccc(-c2cc(C(=O)NCC3CCCO3)c3ccccc3n2)cc1 (configuration not stated)	1.7	-0.6	-3	1	i	-3	-6	0.6	-1	0
CC(=O)/C(C#N)=C1\NC(=O)C(Cc2ccc(F)cc2)S1 (configuration not stated)	2.5	0.3	-4	-2	i	-9	8	-0.4	2	9
O=C(COc1cccnc1[N+](=O)[O-])NCCc1ccccc1	0.9	0.6	-5	-1	i	-7	-5	-1.3	6	-1
COc1ccc2c(CC(=O)OCC(=O)NC(=O)c3cccn3C)coc2c1	-1.6	-0.7	-10	3	i	-4	5	2.3	7	-5
CCc1sc(C(=O)Nc2cccc(-n3cnnn3)c2)cc1C	0.0	-0.4	-9	1	i	4	-6	-2.5	-1	1
Cc1ccc(NC(=O)N2CCOCC2)cc1NC(=O)N1CCOCC1	-0.3	-0.2	/	-3	i	-2	0	-2.0	2	-1
Cc1ccc(/C=N\NC(=O)CCc2n[nH]c(=O)[nH]c2=O)o1	2.5	-0.6	-1	0	i	3	-3	-2.4	2	3
CCOc1ccc(CCN2C(=O)C(=O)N([C@@H](Cc3ccc(O)cc3)CN3CCC[C@H]3CN3C(=O)C(=O)NC[C@@H]3Cc3ccc(O)cc3)C[C@@H]2Cc2ccc(O)cc2)cc1	0.2	-0.4	/	/	/	24	3	1.0	-4	/
CCC(CC)NC(=O)COC(=O)c1cc(SC)ccc1Cl	0.4	-0.3	-4	-2	i	-1	2	0.0	-5	2
CCCCOc1ccc(S(=O)(=O)NC(=O)NCc2ccc(OCCC)cc2)cc1	-0.3	-0.2	4	1	i	8	7	-0.4	0	0
Cc1cc(=O)oc2c(C)c(OCC(=O)N(C)C)ccc12	1.9	-0.5	-8	-1	i	3	7	-0.2	-3	2
CCOC(=O)C(NC(=O)c1cccc(Cl)c1)(Nc1nnc(C)s1)C(F)(F)F (configuration not stated)	0.7	-0.6	-10	-3	i	-4	-1	-2.0	-13	0
Cc1cc(C(=O)COC(=O)CN(C)S(=O)(=O)c2ccc(Cl)cc2)c(C)n1CC1CCCO1 (configuration not stated)	1.6	0.0	-10	3	i	-8	0	-0.2	-1	-2
Cc1ccc(NC(=O)Cn2ncc(Cl)c(Cl)c2=O)cc1S(=O)(=O)N1CCCCC1	1.2	-0.2	4	2	i	19	2	1.0	4	27
Cn1cc(C(=O)Nc2ccccn2)c(=O)c2ccccc21	0.4	-0.5	-10	-2	i	-2	5	-1.3	-3	2
O=C(Nc1nnc(CSCc2ccc(Cl)cc2)s1)c1cccc([N+](=O)[O-])c1	-0.5	-0.4	-4	-2	i	-1	-17	0.1	-3	-2
CCOc1cc(Cl)c(S(=O)(=O)NCCCn2ccnc2)cc1Cl	-1.0	-0.9	-12	-1	i	-7	-2	-4.0	2	-1
COc1ccc(NC(C)=O)cc1S(=O)(=O)NC1CCSc2ccccc21 (configuration not stated)	0.9	-0.1	4	-1	i	-5	7	0.0	0	-1
Cc1ccc(C(=O)NCCCN2CCOCC2)cc1N1CCCC1=O	-0.8	-0.5	-3	0	i	-5	22	-1.0	-1	1
O=C(Nc1ccncc1NC(=O)c1cccc([N+](=O)[O-])c1)c1cccc([N+](=O)[O-])c1	1.5	-0.2	9	30	i	-5	76*	55*	41*	37
CCCCOC(=O)C(NC(=O)c1ccccc1)=C(C)C	-0.5	-1.0	0	2	i	-3	-3	-0.6	2	2
CCC1(c2ccc(F)cc2)NC(=O)N(CC(=O)NCC(=O)Nc2cccc(C)c2C)C1=O (configuration not stated)	1.5	-0.9	-3	0	i	-4	2	0.2	1	2
CCN1CCc2c(sc3c2c(NCc2ccco2)nc2nnnn23)C1	0.8	0.5	5	7	i	38*	11	23	0	-9
CC(C)(C)Nc1nc(Cl)nc(NC(C)(C)C)n1	-0.1	0.1	-2	-2	i	-2	10	-3.1	2	-3
CC(OC(=O)c1ccc2c(c1)C(=O)N(Cc1ccncc1)C2=O)C(=O)Nc1cccc(Cl)c1Cl (configuration not stated)	-0.9	-0.1	-4	-4	i	5	-8	3.7	7	1
CC(C)CC1C(=O)N(Cc2cn(CC3CCCCC3)nn2)CCS(=O)(=O)N1Cc1ccc(-c2ccc(F)nc2)cc1 (configuration not stated)	-0.6	-1.0	/	2	i	3	3	3.7	4	-12
Cc1csc2nc(O)c(C(=O)NCC3CCCO3)c(=O)n12 (configuration not stated)	0.7	-0.2	-5	-2	i	-1	-4	-0.1	-10	-1
CCN(CC(=O)Nc1c(F)cccc1F)C(=O)CNC(=O)c1ccc2c(c1)OCO2	-1.5	-0.4	-13	-2	i	1	-56	-9.1	1	-7
COCCN(C(=O)CSc1nnc(-c2ccco2)n1C)c1c(N)n(CC(C)C)c(=O)[nH]c1=O	0.6	-0.3	-3	-2	i	-5	-2	0.1	-3	2
O=C1CCN(Cc2ccccc2)CCN1[C@H](COc1ccccc1)c1ccccc1	-0.4	0.0	-3	3	i	0	6	-1.6	-3	2
OC(CN1CCN(c2ccccc2)CC1)c1ccc2c(c1)CCN2 (configuration not stated)	-0.1	-0.3	-8	-4	i	4	-2	6.8	-4	-4
CC1(C)CC2(CC(c3ccc(F)cc3)c3ccc(O)cc3O2)NC(=S)N1 (configuration not stated)	1.0	-0.6	2	-2	i	4	-3	-0.5	-2	-4
COc1ccc(S(C)(=O)=O)cc1S(C)(=O)=O	1.5	-1.4	-4	-1	i	-4	-1	0.5	-2	-3
COc1ccccc1N=C1SCC(=O)N1Cc1ccco1	1.1	-0.6	-10	0	i	-3	-1	0.9	2	2
O=C(Nc1cnc2ccccc2c1)c1ccco1	2.7	-0.7	-5	-3	i	-3	-10	-0.8	-2	1
O=C(OC1CCOC1=O)c1cc(Cl)ccc1[N+](=O)[O-] (configuration not stated)	0.2	-0.3	-2	0	i	-3	-30	-0.4	1	0
CC[C@@H](C)[C@H](NC(=O)Cc1c(C)c2cc3c(C)c(C)oc3c(C)c2oc1=O)C(=O)O	-0.1	-0.5	-7	0	i	-2	6	-0.4	1	-1
CC(C)OCCCNC(=O)c1sc(=S)n(C)c1N	2.7	0.3	3	1	i	-2	-16	-1.7	-2	-3
COc1ccc(C(=O)N=C2SC3CS(=O)(=O)CC3N2c2ccc(C(C)=O)cc2)cc1 (configuration not stated)	2.0	-0.7	-3	-1	i	2	3	-1.7	-5	1
Cc1ccc(-c2nnc(N3CCN(S(C)(=O)=O)CC3)c3ccccc23)cc1	1.3	-0.4	3	1	i	4	-6	0.4	4	-2
CC1(Cc2ccc(Cl)cc2)C(=O)Nc2c(Cl)cccc21 (configuration not stated)	/	-0.2	/	0	i	-9	1	-0.2	1	1
COc1ccccc1NC(=O)C(=O)NNC(=O)c1ccco1	2.5	-0.1	-7	-1	i	-6	-3	-1.0	0	-1
COc1cccc(OC)c1C(=O)NC(=S)NCc1ccco1	-0.3	-0.9	3	1	i	2	1	2.5	-12	5

Compounds from the list above that have an aryl methoxy group (9):
SMILES	MsrA inh	TbMetRS inhib	Scp1 inh	STEP block	Rpn11 block	NadD inh	SUMO1-SIM PPI	LMPTP inh	CSN inh	DNMT1 block
COc1cccc(CNc2nc3nc4c(c(=O)n3[nH]2)CCC4)c1	0.4	-0.6	6	2	i	5	2	0.5	1	2
COc1ccc(-c2cc(C(=O)NCC3CCCO3)c3ccccc3n2)cc1 (configuration not stated)	1.7	-0.6	-3	1	i	-3	-6	0.6	-1	0
COc1ccc2c(CC(=O)OCC(=O)NC(=O)c3cccn3C)coc2c1	-1.6	-0.7	-10	3	i	-4	5	2.3	7	-5
COc1ccc(NC(C)=O)cc1S(=O)(=O)NC1CCSc2ccccc21 (configuration not stated)	0.9	-0.1	4	-1	i	-5	7	0.0	0	-1
COc1ccc(S(C)(=O)=O)cc1S(C)(=O)=O	1.5	-1.4	-4	-1	i	-4	-1	0.5	-2	-3
COc1ccccc1N=C1SCC(=O)N1Cc1ccco1	1.1	-0.6	-10	0	i	-3	-1	0.9	2	2
COc1ccc(C(=O)N=C2SC3CS(=O)(=O)CC3N2c2ccc(C(C)=O)cc2)cc1 (configuration not stated)	2.0	-0.7	-3	-1	i	2	3	-1.7	-5	1
COc1ccccc1NC(=O)C(=O)NNC(=O)c1ccco1	2.5	-0.1	-7	-1	i	-6	-3	-1.0	0	-1
COc1cccc(OC)c1C(=O)NC(=S)NCc1ccco1	-0.3	-0.9	3	1	i	2	1	2.5	-12	5
